# SIRT5 block – blocks human SIRT5 desuccinylation of peptide. Q9NXA8. Purified SirT5, succinyl-peptide AMC, trypsin-coupled fluorescence. inhibition, % at 15 µM. 1.1% of 330,000 active. AID 652115; in the data active = inhibition above about 15%; inconclusive = no clear call, values can overlap the other calls
# ERAP1 HTS inh – ERAP1 (human) enzyme inhibition | inhibition, % at 10.7 µM | Q9NZ08 | recombinant ERAP1, Leu-AMC fluorescence, 60 min | 0.15% of 340,000 active;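 active = mean replicate inhibition of at least 30%, or all replicates individually reaching that 30% level; inactive = mean below 30% and not every replicate reaching it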;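 also: 0% = neutral control wells and 100% = L-leucinethiol positive control wells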
# Target sequence (Q9NZ08 whole entry, looked up): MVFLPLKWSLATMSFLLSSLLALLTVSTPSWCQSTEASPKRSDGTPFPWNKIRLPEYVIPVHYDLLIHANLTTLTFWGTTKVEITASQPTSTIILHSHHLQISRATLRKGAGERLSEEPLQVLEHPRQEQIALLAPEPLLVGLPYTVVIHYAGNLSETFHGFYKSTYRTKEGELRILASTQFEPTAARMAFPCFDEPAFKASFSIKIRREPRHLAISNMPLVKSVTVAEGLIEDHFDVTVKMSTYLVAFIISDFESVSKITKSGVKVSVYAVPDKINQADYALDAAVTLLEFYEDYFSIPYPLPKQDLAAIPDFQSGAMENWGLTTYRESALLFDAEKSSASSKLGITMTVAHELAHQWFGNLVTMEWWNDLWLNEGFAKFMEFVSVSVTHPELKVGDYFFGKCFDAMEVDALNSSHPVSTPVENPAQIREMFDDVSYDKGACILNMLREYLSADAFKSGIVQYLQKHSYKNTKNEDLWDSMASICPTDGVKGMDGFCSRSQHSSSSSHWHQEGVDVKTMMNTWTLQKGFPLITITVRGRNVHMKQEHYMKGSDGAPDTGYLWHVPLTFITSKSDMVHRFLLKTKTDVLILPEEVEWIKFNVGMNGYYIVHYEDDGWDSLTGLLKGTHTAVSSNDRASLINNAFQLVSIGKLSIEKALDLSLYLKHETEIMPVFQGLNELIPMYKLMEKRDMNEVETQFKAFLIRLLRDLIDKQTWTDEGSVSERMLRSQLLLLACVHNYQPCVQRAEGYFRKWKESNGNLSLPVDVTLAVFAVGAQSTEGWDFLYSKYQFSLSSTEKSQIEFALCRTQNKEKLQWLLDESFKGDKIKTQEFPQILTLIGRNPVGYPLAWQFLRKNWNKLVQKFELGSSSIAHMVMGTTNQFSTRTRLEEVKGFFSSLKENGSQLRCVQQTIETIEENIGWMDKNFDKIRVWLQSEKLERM
# miR122 inh – miR-122 inhibition in Huh7 cells; 0.3% of 340,000 active; Huh7 miR-122 Renilla luciferase sensor, 48 h; neutral wells = 0, positive control = 100; AID 602342; activation (reporter increase), % at 12.5 µM;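 active = mean replicate activation score at least 90 and every replicate individually at or above 90; inconclusive = only one of the two criteria met; inactive = neither criterion met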;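 also: higher luciferase means less miR-122 activity so hits act as miR-122 inhibitors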
# ERp5 block – inhibitors of human ERp5; ERp5 insulin aggregation, absorbance 650 nm, 90 min; Q15084; 0.05% of 350,000 active; AID 651711; inhibition, % at 9.99 µM;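 active = mean replicate inhibition above about 25%, with every replicate also reaching it, limit read from the data, passing the limit was not always enough; inconclusive = only one of those two criteria met; inactive = neither criterion met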
# F508del corr – CFTR F508del correction in bronchial cells; CFBE cells, YFP halide quenching; stimulated with forskolin plus potentiator P3; % fluorescence drop versus neutral controls; activity (quench increase), % at 7.58 µM; 0.36% of 350,000 active;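 active = mean added fluorescence quench of at least 8% versus neutral control, with both replicates also reaching 8%; inconclusive = only one of the mean or replicate conditions met; inactive = mean below 8% and not both replicates reaching 8%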;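 also: cells transiently co-express mutant CFTR-F508del with the halide-sensitive YFP; corrector assay measuring rescue of mutant channel to the surface after 24 h compound exposure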
# DENV2 CPE rescue – protects cells from dengue virus 2 cytopathic effect. DENV2-infected cells, cytopathic effect rescue, plate reader. CPE inhibition, % at 9.99 µM. 1.7% of 350,000 active. AID 651640; in the data active = CPE inhibition above about 20%, passing the limit was not always enough; inconclusive = no clear call, values can overlap the other calls; tested in BHK-21 cells;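 also: 0% = median of neutral control wells and 100% = median of positive control wells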
# Casp6 inh – inhibitors of human caspase-6; P55212; purified caspase-6, Z-VEID-R110 cleavage fluorescence; inhibition, % at 12.5 µM; 0.53% of 350,000 active; AID 686996;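 active = mean inhibition across replicates at least about 35%, with every replicate also reaching that limit, limit read from the data; inconclusive = only one of the two criteria met; inactive = neither criterion met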;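 also: 0% = median of neutral control wells and 100% = no fluorescence left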
# * hit, by the source's call; ? = inconclusive; / = no result given; & = joins results of further samples; [ ] = dose if it differs, or a comment.
SMILES,SIRT5 block,ERAP1 HTS inh,miR122 inh,ERp5 block,F508del corr,DENV2 CPE rescue,Casp6 inh
Cc1ncsc1CCSc1nc2ccccc2c(=O)n1C,2,3,/,-3,-1.2,-5,0
Cc1ccc(CN2CC(N3CCN(CCO)CC3)CS2(=O)=O)cc1 (stereo not given),-1,/,10,2,-1.8,0,1
C=CCNC(=S)NCc1ccccc1,-3,1,/,4,-0.6,2,-1
O=C(/C=C/c1ccc(F)cc1)NC(=S)N1CCN(Cc2ccccc2)CC1,0,4,1,1,-0.1,1,0
CCC(=O)N1CCCCN2[C@@H](CO)[C@@H](c3ccc(-c4cccc(C#N)c4)cc3)[C@@H]2C1,1,-3,10[16.7 µM],-4,2.1,11,1
CC(C)(C)C(=O)NC1(C(F)(F)F)NC(=O)N(Cc2ccccc2)C1=O (stereo not given),-2,0,/,/,2.3,-5,-1
Cc1ccc(-c2ccc3c(c2)O[C@@H](CN(C)Cc2ccc(C(=O)O)cc2)[C@H](C)CN([C@@H](C)CO)S3(=O)=O)cc1,3,-3,5[16.7 µM],-1,1.1,-10,-3
CCOc1ccc(/C=C2\CCC(C3CCCC3)C2=O)cc1 (stereo not given),0,1,1,4,4.2,-2,8
COc1ccc(-n2c(Cc3ccccc3)nnc2SCc2ccc([N+](=O)[O-])cc2)cc1,0,14,/,4,-2.3,-1,4
COc1ccc(N(CC(=O)N2CCCCCC2)S(C)(=O)=O)cc1Cl,-2,-1,/,4,0.0,?,-5
Cc1nc2nc(C)c(CCC(=O)NCCCN3CCN(c4cccc(Cl)c4)CC3)c(C)n2n1,12,7,-4&-6,5,/,-7,-25
COCCN(C(=O)CC1CCCCC1)c1c(N)n(CC(C)C)c(=O)[nH]c1=O,-1,-9,3,-14,-0.3,7,-2
O=C(Nc1ccc(Br)cc1)c1cc(S(=O)(=O)Nc2ccccn2)ccc1Cl,2,1,13,2,4.6,-10,0
CCc1c(C)nc(N2CCN(c3ccccc3)CC2)[nH]c1=O,1,0,-3,0,1.6,0,-1
Cc1ccc(NC(=O)COC(=O)CCC(=O)c2cccs2)cc1C,4,8,-3,4,-3.9,-5,4
COc1ccc(S(=O)(=O)N2CCC3(CC2)OCCO3)cc1,/,-2,10,0,4.6,-6,-1
COc1ccc(CN(C)C[C@@H]2Oc3ccc(NC(=O)CCC(F)(F)F)cc3CC(=O)N([C@H](C)CO)C[C@@H]2C)cc1,0,-1,-2[16.7 µM],2,1.3,2,0
CCC1([N+](=O)[O-])COC(C=Cc2ccccc2)OC1 (stereo not given),/,1,/,-9,1.7,?,-3
COc1ccc(CN2C(=O)c3cccnc3C2=O)cc1S(=O)(=O)NCc1ccc(C)cc1,1,1,-1,5,-2.6,2,-3
CN(Cc1ccccc1)C(=O)c1ccc(NC(=O)c2ccccc2)cc1,-2,3,-1,3,1.2,?,1
CC(C)(C)C1CCc2c(C(=O)N/N=C/c3cccs3)csc2C1 (stereo not given),-1,-1,4,5,1.3,-2,-2
Cc1nn2cc(-c3cccc(Cl)c3)cnc2c1Br,0,-1,/,1,9.5*,?,0
COc1cccc(NC(=O)CN(C)C(=O)c2cc3ccccc3cc2OC)c1,2,2,-10,-4,1.0,5,-89
O=C(c1ccc(F)cc1)N1CCC2(CC1)NCCc1[nH]cnc12,3,-7,/,-3,-1.5,-3,-1
CCCNC(=O)N1[C@H](CO)[C@@H](c2ccccc2-c2ccccc2)[C@@H]1C#N,-3,2,/,5,-0.6,-1,1
O=S1(=O)N[C@@H](Cc2ccccc2)COc2cccc(N3CCC[C@@H]3CO)c21,-3,7,/,0,-2.4,-9,-3
COc1ccc(/[N+]([O-])=C/c2ccco2)cc1,/,-2,-4,-3,-2.7,?,/
O=C(CN1CCOCC1)N1CC(=O)N2[C@@H](CO)[C@H](c3ccc(/C=C/c4ccccc4)cc3)[C@@H]2C1,-4,1,/,8,0.6,1,-3
Cc1nc(C)c(N)c(=O)[nH]1,-2,1,-3,-2,1.0,0,1
CN(C)c1ccc(NC(=S)c2ccc3ccccc3n2)cc1,-2,-2,4,4,0.2,3,0
Cc1occc1-c1nnc(SCC(=O)NCCc2ccccc2)o1,-2,2,5,2,3.1,1,-1
O=C(c1ccncc1)N1C[C@@H]2[C@H](c3ccccc31)[C@H](CO)N2C(=O)c1ccccc1F,-1,5,30[16.7 µM],0,-0.1,-6,-3
N#C[C@H]1[C@H](c2ccc(-c3cccc(F)c3)cc2)[C@H](CO)N1c1nc(-c2ccccc2)cs1,4,-1,/,-7,1.5,5,-1
COC(=O)CSc1nc(SC)nc2c1sc1nc(-c3ccco3)c3c(c12)CC(C)(C)OC3,0,/,-3,-1,-0.1,-1,1
CC(C)NC(=O)NC(=O)COC(=O)c1ccc([N+](=O)[O-])cc1Cl,-1,2,/,4,3.4,2,4
CC(C)c1ccc(C(C)NCCS(=O)(=O)c2ccc(Br)cc2)cc1 (stereo not given),1,-2,-2,-2,-0.3,3,-3
CC(C)(C)c1ccc(C(=O)Nc2ccc(N3CCOCC3)cc2)cc1,-2,1,6,-4,-1.2,5,0
O=C(NN1CCN(Cc2ccccc2Cl)CC1)c1ccc(Br)cc1,-4,-3,1,2,1.4,/,-2
C[C@H](CO)N1C[C@H](C)[C@H](CN(C)CC2CC2)Oc2c(NC(=O)Nc3ccccc3)cccc2C1=O,-4,1,-1[16.7 µM],1,3.1,-1,2
COc1cc(/C=N/N2CCCCC2)cc([N+](=O)[O-])c1O,-1,-2,1,1,5.6,-4,/

# Molecules listed so far containing an aryl thioether with sulfur outside any ring (4):
SMILES,SIRT5 block,ERAP1 HTS inh,miR122 inh,ERp5 block,F508del corr,DENV2 CPE rescue,Casp6 inh
Cc1ncsc1CCSc1nc2ccccc2c(=O)n1C,2,3,/,-3,-1.2,-5,0
COc1ccc(-n2c(Cc3ccccc3)nnc2SCc2ccc([N+](=O)[O-])cc2)cc1,0,14,/,4,-2.3,-1,4
Cc1occc1-c1nnc(SCC(=O)NCCc2ccccc2)o1,-2,2,5,2,3.1,1,-1
COC(=O)CSc1nc(SC)nc2c1sc1nc(-c3ccco3)c3c(c12)CC(C)(C)OC3,0,/,-3,-1,-0.1,-1,1

# Next section:
SMILES,SIRT5 block,ERAP1 HTS inh,miR122 inh,ERp5 block,F508del corr,DENV2 CPE rescue,Casp6 inh
O=C(O)CCNc1ccc(NCCC(=O)O)c2c1C(=O)c1ccccc1C2=O,17*,4,/,-2,0.5,-3,70*
COc1ccc(C(=O)N2CCN(C(C)=O)CC2)cc1S(=O)(=O)N1CCOCC1,-4,-4,-2,1,1.6,-9,/
CC(C)C[C@@H](CN)NC(=O)c1nc[nH]c1C(=O)N[C@@H](Cc1c[nH]c2ccccc12)C(=O)CNC[C@H](C)NC(=O)c1nc[nH]c1C(=O)N[C@@H](C)C(=O)O,/,/,-1,0,-1.3,9,7
O=C(CN1C(=O)NC2(CCCC2)C1=O)N1CCN(c2ccc(C(F)(F)F)cc2[N+](=O)[O-])CC1,-5,-1,-9,-2,-0.8,14,-125
NC(=O)CSc1oc(-c2ccco2)nc1S(=O)(=O)c1ccccc1,1,5,-3,0,1.7,0,6
Cc1nc2ccccc2n1C(C)c1ccccc1 (stereo not given),0,-5,-2,2,2.2,7,-4
COc1ccc(-c2ccc(C3[C@@H]4CN(S(=O)(=O)c5cn(C)cn5)C[C@H]3N4)cc2)cc1 (stereo not given in full),-3,2,/,3,-2.2,1,-2
CC(C)C(=O)Nc1cccc(COc2ccc(CN(Cc3ccccc3)C(=O)OC(C)(C)C)cc2)c1,0,/,-7,1,-1.9,2,0
COc1ccccc1CNC(=O)[C@H](C)NC(=O)C1CCN(C(=O)[C@H](CCSC)NC(=O)OC(C)(C)C)CC1,/,17,-1,4,1.5,?,-1
Nc1ncnc(Nc2cccc(Cl)c2Cl)n1,-2,4,-1,-2,3.0,/,-1
COc1ccc(NC(=O)N(C)C[C@@H]2Oc3c(NS(=O)(=O)c4ccc(C)cc4)cccc3C(=O)N([C@H](C)CO)C[C@H]2C)cc1,2,1,0[16.7 µM],-3,-1.5,-4,4
CO[C@H]1CN(C)C(=O)c2ccc(NC(=O)C3CCOCC3)cc2OC[C@H](C)N(Cc2cccnc2)C[C@H]1C,/,0,/,-2,-2.2,4,-9
O=C(O)c1ccc2c(c1)N(Cc1ccccc1)C(=O)c1ccccc1S2,0,/,21,1,0.4,-1,2
O=C(CN1CCOCC1)N1CC2(C1)[C@H](c1ccccc1)[C@H](CO)N2Cc1cccc(F)c1,-2,-3,/,0,-1.9,0,-3
COc1cc(C(=O)OCC(=O)NC23CC4CC(CC(C4)C2)C3)cc(OC)c1OC,-7,0,-2,13,4.4,4,1
COc1ccc([C@H]2CC(=O)C=C(c3ccc(F)nc3)C2)cc1OC,2,3,-1,2,-0.8,15,-1
CCc1nc(SCC(=O)Nc2ccccc2OC)c2c(C)c(C)sc2n1,-2,1,10,0,1.9,-2,-1
COc1ccc(CC(=O)NCC(=O)N/N=C/c2ccc(C)o2)cc1,1,-1,/,0,/,2,3
CNC(=O)COc1coc(CN2CCN(c3ccccc3OC)CC2)cc1=O,-2,1,1,/,-0.8,0,-1
C[C@H](CO)N1C[C@H](C)[C@@H](CN(C)Cc2ccc(Oc3ccccc3)cc2)Oc2c(NC(=O)Nc3ccc(F)cc3)cccc2C1=O,-1,4,11[16.7 µM],-5,-1.7,-1,0
CC1(C)CC(=O)C=C(c2ccccc2F)C1=O,-2,/,/,1,0.1,0,-4
Cc1cccc(S(=O)(=O)Nc2nc3ccccc3nc2OC(C)C)c1,-2,0,-2,0,/,6,-1
NC1=NC(=Nc2cccc(S(N)(=O)=O)c2)c2ccccc21,-3,0,10,3,2.0,1,2
COc1ccc(OC)c2sc(NC(=O)c3ccc(S(=O)(=O)N(C)C)cc3)nc12,4,0,5,-11,1.0,?,-1
O=C(COc1ccccc1)Nc1c(Cl)ccc2nsnc12,2,-3,-3,-3,-3.2,-3,-4
Nc1nonc1-n1nnc(C(=O)N/N=C/c2cccnc2)c1CSc1ccc(Cl)cc1,1,0,/,-2,1.5,5,27
C[C@H](CO)N1C[C@H](C)[C@@H](CN(C)S(=O)(=O)c2cccs2)Oc2c(NS(=O)(=O)c3ccc(Cl)cc3)cccc2C1=O,1,-2,-1[16.7 µM],-2,-2.9,-2,1
CN1CCN(C(=O)c2ccc(CNS(=O)(=O)c3ccc(F)c(Cl)c3)cc2)CC1,-4,0,-4,-2,-1.0,-6,0
O=C(NCc1ccco1)C1CCN(c2nc3ccccc3n2Cc2ccc(F)cc2)CC1,-2,-3,-4,1,0.2,-2,5
CCCNC(=O)[C@H]1[C@H](CO)[C@H]2Cn3c(ccc(-c4ccccc4)c3=O)[C@@H]1N2C(=O)C1CC1,-32,1,/,1,/,9,1
CC(C)c1cc(CN2CCN(Cc3ccc(F)c(F)c3)C(CCO)C2)[nH]n1 (stereo not given),2,0,7,-1,0.9,-2,-1
CCn1ccnc1CNC(=O)CC1C(=O)NCCN1Cc1ccccc1F (stereo not given),0,/,-4,2,4.4,4,-8
Cc1coc2c(C)c3oc(=O)c(CCC(=O)N4CCC(C(=O)NCCCC(=O)O)(c5ccccc5)CC4)c(C)c3cc12,0,-2,/,4,-0.6,-4,7
O=C(NN=Cc1ccccc1C(=O)O)c1ccc(NS(=O)(=O)c2cccs2)cc1,2,-3,/,1,-2.5,1,0
CO[C@H]1CN(C)C(=O)c2ccc(NS(=O)(=O)c3ccc(F)cc3)cc2OC[C@H](C)NC[C@H]1C,3,1,/,-8,-0.5,0,-2
COc1ccccc1NC(=O)N1CCCCN2[C@H](C1)[C@H](c1ccc(-c3cccc(F)c3)cc1)[C@@H]2CO,7,1,-2[16.7 µM],-3,-5.9,-25,1
CCC1CCCCN1Cc1ccc(N)cc1 (stereo not given),1,-1,/,6,3.8,-5,-21
COc1cccc(CNc2ccc3[nH]c(=O)[nH]c3c2)c1OCc1ccccc1Cl,-1,-3,/,0,-2.5,-3,3
CN(C)c1ccc(NC(=O)c2ccc3nc[nH]c3c2)cc1,-3,1,-3,0,0.3,8,3

# Source: PubChem BioAssay
